# GPR151 ag – activators of human GPR151, primary screen, cell-based, PathHunter beta-arrestin, luminescence; G-protein coupled receptor 151 (Homo sapiens), Q8TDV0; PathHunter beta-arrestin GPR151 cells; activation, % at 11.2 µM; 650,000 tested, 1% active; AID 1508602, 2020; in the data active = activation above about 4.9%;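 note: 0% = median of compound wells and 100% = cells with positive control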
# FBW7 activator – FBW7 E3 ligase activators, primary screen, biochemical, AlphaScreen, human; AlphaScreen FBW7–phospho-cyclin E peptide binding, activator screen; normalized activity (activation), % at 26.1 µM; 650,000 tested, 0.13% active; AID 1259310, 2017; F-box/WD repeat-containing protein 7 (Homo sapiens), Q969H0; in the data active = normalized activity above about 1.9%;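 note: purified mutant Fbw7 with reduced substrate affinity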
# Target sequence (Q969H0 whole entry, looked up): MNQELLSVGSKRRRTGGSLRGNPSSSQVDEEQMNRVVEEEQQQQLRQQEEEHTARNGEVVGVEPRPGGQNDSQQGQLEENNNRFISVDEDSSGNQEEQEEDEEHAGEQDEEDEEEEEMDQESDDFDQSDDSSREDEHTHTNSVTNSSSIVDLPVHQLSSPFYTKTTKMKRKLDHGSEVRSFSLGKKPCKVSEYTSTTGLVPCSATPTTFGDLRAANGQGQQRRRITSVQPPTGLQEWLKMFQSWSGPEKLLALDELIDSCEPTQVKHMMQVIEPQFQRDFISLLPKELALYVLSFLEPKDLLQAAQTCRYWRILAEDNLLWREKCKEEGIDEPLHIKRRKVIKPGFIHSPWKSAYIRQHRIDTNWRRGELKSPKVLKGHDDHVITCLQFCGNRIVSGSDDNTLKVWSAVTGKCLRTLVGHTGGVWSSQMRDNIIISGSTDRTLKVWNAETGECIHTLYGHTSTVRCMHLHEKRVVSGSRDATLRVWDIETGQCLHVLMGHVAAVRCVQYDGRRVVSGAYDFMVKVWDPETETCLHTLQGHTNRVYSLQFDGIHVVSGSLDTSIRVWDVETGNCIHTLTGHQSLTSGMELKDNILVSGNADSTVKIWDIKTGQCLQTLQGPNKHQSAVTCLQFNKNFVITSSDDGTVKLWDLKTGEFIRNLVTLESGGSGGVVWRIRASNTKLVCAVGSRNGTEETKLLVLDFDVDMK
# TEAD-YAP inh – TEAD-YAP interaction inhibition, primary screen, TEAD-YAP interaction inhibitor project, luminescence, HEK-TIYL cells. TEAD-Gal4/YAP UAS-luciferase luminescence. inhibition, % at 9.12 µM. 640,000 tested, 1.4% active; in the data active = inhibition above about 32%;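 note: 0% = median of test compound wells and 100% = reference inhibitor wells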
# MITF primary – MITF inhibitors, primary screen, biochemical, AlphaScreen, human. Microphthalmia-associated transcription factor (Homo sapiens), O75030. AlphaScreen MITF homodimerization, bead proximity signal. inhibition, % at 2.6 µM. 650,000 tested, 0.91% active. AID 1259374, 2018; in the data active = inhibition above about 50%;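 note: 0% = vehicle wells with protein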
# Starred values were filed as active, the others as inactive; x = not tested or not shown; & = joins results of further samples.
# Every second line gives: GPR151 ag	FBW7 activator	TEAD-YAP inh	MITF primary
- CCN(CC)C(=O)[C@@H]1C[C@@H](NCc2cccc(OC)c2)CN1Cc1cccc(Cl)c1
→ 3.4	0.0	12	7
- O=C(O)CCn1[nH]c(=O)c2ccccc2c1=O
→ 0.2	0.1	-5	-8
- COc1ccc(NC(=O)CSc2nncn2N)c(OC)c1
→ 1.4	0.0	11	6
- CCOC(=O)CCNC(=O)N1CCCC(CCC(=O)N(C)CCc2ccccn2)C1 (stereo not given)
→ 0.3	-0.1	-4	-6
- COc1cc(C)nc(N(Cc2ccccc2)S(=O)(=O)c2ccccc2)n1
→ 0.6	0.1	-7	18
- CC(=O)C1=C(O)C(=O)N(CCCn2ccnc2)C1c1ccccc1F (stereo not given)
→ -0.6	0.2	4	8
- O=C1CC(N(O)c2ccccc2)C(=O)N1Cc1ccccc1 (stereo not given)
→ -1.4	-0.1	3	1
- CS(=O)(=O)C1=NN2C(=N)/C(=C\c3ccc(OC(=O)c4ccco4)cc3)C(=O)N=C2S1
→ 1.3	-0.3	-5	-13
- CC(=O)Nc1cccc(Cn2cccn2)c1
→ -0.8	0.1	-9	15
- Fc1cccc(-c2nc3cc(C(F)(F)F)cc(Br)c3nc2-c2cccc(F)c2)c1
→ 0.5	-0.1	-8	-3
- Cc1[nH]c2ccccc2c1CCNC(=O)/C(=C/c1ccc(Cl)cc1)NC(=O)c1ccccc1
→ 2.4	0.1	-4	12
- Cc1ccsc1CCNc1c(-c2ccccc2)c(=O)c1=O
→ 5.2*	0.1	9	12
- Cc1nc(NCCCn2ccnc2)nc(N2CCCC2)c1[N+](=O)[O-]
→ 0.2	-0.4	6	5
- CC(C)c1ccc(S(=O)(=O)N2CCN(Cc3cccc(F)c3)CC2)cc1
→ 0.0	0.4	5	18
- FC(F)(F)c1ccc(Cn2cnc3c(Nc4ccccc4)nc(NCc4cccnc4)nc32)cc1
→ -0.7	0.0	-8	13
- COC(=O)c1ccc(COc2coc(CN3c4ccccc4CC3C)cc2=O)cc1 (stereo not given)
→ -0.7	-0.1	1	15
- CCOC(=O)C1CCC(CN(Cc2cccc(Br)c2)S(=O)(=O)c2ccc(F)c(C(=O)Nc3c(C)cccc3C)c2)CC1 (stereo not given)
→ -1.3	0.1	9	2
- Cc1ccc(CNC(=O)c2cc3c(=O)[nH]c4ccccc4c3s2)o1
→ 1.2	0.5	-11	15
- CC1CN(C(=O)/C=C/c2ccc([N+](=O)[O-])s2)CC(C)O1 (stereo not given)
→ 2.3	0.1	8	-5
- CC1CCN(c2nc3c(c(=O)[nH]2)CN(Cc2ccc(N(C)C)cc2)CC3)CC1
→ 0.8	0.2	3	10
- CCCCCCCCCCCCCCCCCCc1ccc(C(=O)/C=C/C(=O)O)cc1
→ 1.1	0.0	x	1
- CCOc1ccccc1/C=C1/C(=O)NN(c2ccc(C)c(C)c2)C1=O
→ -0.9	0.5	0	13
- CCCCC(=O)Nc1ccc(NC(=O)c2ccccc2F)nc1
→ -0.9	0.3	-28	10
- COCCCNc1nc(-c2ccc(OC)cc2)cs1
→ 0.3	0.5	4	0
- O=C(Nc1cccc2nsnc12)c1ccco1
→ -0.4	0.1	3	-2
- Cc1cc(OCC(=O)Nc2ncc(S(=O)(=O)c3ccc([N+](=O)[O-])cc3)s2)ccc1Cl
→ -1.8	-0.1	1	-3
- CC(=O)N1CN(Cc2ccccc2)Cc2c1sc1c2CCCC1
→ 5.5*	-0.1	-8	1
- C/C(N)=C(/C#N)C(=O)CSc1ccc(C)c(C)c1
→ -1.2	0.1	36*	-3
- Cc1ccc(CSc2nc3ccccc3c(=O)n2CCC(=O)N2CCN(c3ccccc3)CC2)c(C)c1
→ -0.9	-0.1	12	-4
- COc1cccc(CNC(=O)CCn2nc(-c3ccc(Cl)cc3)ccc2=O)c1
→ 0.4	-0.1	5	-3
- CC(C)C(NC(=O)C1CCCCC1)C(=O)NCc1ccco1 (stereo not given)
→ -0.9	-0.1	-1	17
- Cc1nc2c(c(=O)[nH]1)CN(CC(C)c1ccccc1)CC2 (stereo not given)
→ 1.1	-0.4	7	-3
- COc1ccc(-n2c(SCC#N)nc3c(c2=O)C2(CCCC2)Cc2ccccc2-3)cc1
→ -0.2	0.0	-11	0
- NC1CCC(NC(=O)c2cccc(-n3cc(NC(=O)Cc4ccccc4)cn3)c2)CC1 (stereo not given)
→ 1.5&0.1	-0.1&0.1	4&4	5&12
- N#C/C(=C\c1ccc2c(c1)OCO2)C(=O)Nc1ccccc1Br
→ -0.1	0.4	4	2
- CCOC(=O)C1=C(C)NC(SCC(=O)O)=C(C#N)C1c1ccco1 (stereo not given)
→ 0.6	-0.1	-9	-1
- CCc1ccc(S(=O)(=O)N2CCN(c3ccc(-c4ccncc4)nn3)CC2)cc1
→ 0.0	-0.2	0	4
- COc1cccc(OC)c1C(=O)Nc1cc2c(cc1C(C)=O)OCO2
→ 0.5	-0.1	3	-11
- COc1ccc(C2C(C#N)=C(N)OC3=C2C(=O)CC(C)(C)C3)cc1COc1cccc(Cl)c1 (stereo not given)
→ -0.5	0.0	3	-2
- CCOC(=O)N1CCc2c(sc(NCc3ccncc3)c2C(=O)Nc2ccccc2OCC)C1
→ 0.5	-0.4	18	0
- CCN(CC)CCN(C)C(=O)CC1(c2cccc(F)c2)CC(=O)N(CCN(C)C)C1=O (stereo not given)
→ 1.5	0.2	-12	5
- O=C(CNC(=O)c1ccc(Br)o1)OCC(=O)N1CCCC1=O
→ -1.5	0.0	2	0
- CCCCNc1c([N+](=O)[O-])cc(C(=O)O)cc1[N+](=O)[O-]
→ -0.3	0.0	-6	22
- CC(C)c1ccc(N2C(=O)C3CC3C2=O)cc1 (stereo not given)
→ 0.4	0.1	-2	-1
- COc1ccc(/C=C/C(=O)OCC(N)=O)cc1OC
→ 3.2	-0.1	0	5
- CC(=O)c1cccc(N=C2c3ccc([N+](=O)[O-])cc3C(=O)C2C(C)=O)c1 (stereo not given)
→ -0.5	-0.1	3	10
- COc1ccc(OC)c(S(=O)(=O)NNC(=O)Nc2ccc([N+](=O)[O-])cc2OC)c1
→ -0.4	-0.2	9	5
- COc1cccc(CC2(CO)CCN(C(=O)Cc3c[nH]c4ccccc34)CC2)c1
→ 1.3	-0.1	10	6
- CCc1[nH]nc(C(=O)N/N=C/c2ccccn2)c1C
→ -1.6	-0.2	-67	35
- Nn1c(SCC(=O)Nc2ccccc2Cc2ccccc2)nnc1C1CC1
→ -0.5	-0.1	8	1
- CC(=O)c1c(C)[nH]c(C(=O)N2CCN(c3cc(C)ccc3C)CC2)c1C
→ -0.4	0.0	-5	5
- CCN(CC)CC(=O)Nc1scc2c1c(=O)oc1ccccc12
→ -0.3	-0.2	-20	7
- CC(C)Oc1ccc(C(=O)CCN(C)C)cc1
→ -1.1	-0.1	2	-7
- O=C(Nc1ccc(-c2nc3cccnc3s2)cc1)c1ccc(Cl)cc1Cl
→ -1.9	0.0	-28	-22
- Cc1cc2nn(-c3ccc(F)cc3)nc2cc1N
→ -3.7	0.1	17	-1
- O=C(CCCN1C(=O)c2cccc([N+](=O)[O-])c2C1=O)Nc1cccc2ccccc12
→ 0.2	0.0	-8	-7
- CC(C)=CCN1CCN(Cc2cccc3c2OCO3)CC1CCO (stereo not given)
→ -0.9	-0.1	4	0
- Cc1nc2c3cccnc3nn2c(C)c1CCC(=O)O
→ -0.4	0.0	-3	7
- C#CCN(C)C(=O)c1cnc2scc(-c3ccccc3)n2c1=O
→ -0.2	-0.3	4	-23
- CN1CCOc2cc(S(=O)(=O)Nc3cccc(Cl)c3)ccc21
→ 3.0	0.0	12	8

# More records follow:
# Every second line gives: GPR151 ag	FBW7 activator	TEAD-YAP inh	MITF primary
- COc1ccc(/C=N/NC(=O)Nc2cccc3nsnc23)cc1
→ 1.4	0.1	-5	5
- O=C(Nc1nc(-c2ccncc2)c(-c2cccnc2)s1)C1COc2ccccc2O1 (stereo not given)
→ -0.3	0.4	10	-3
- CCOc1ccc(S(=O)(=O)N2CCC(C(=O)NN)CC2)cc1
→ -0.6	0.0	9	14
- CCCCOc1ccc(OCCN2CCN(C)CC2)cc1
→ 0.2	-0.1	-28	1
- COc1ccc(OC)c(C(=O)CSc2nnc(Nc3ccccc3F)s2)c1
→ -1.0	0.0	-3	8
- NNC(=O)c1nnn(-c2nonc2N)c1-c1ccc([N+](=O)[O-])cc1
→ -0.9	-0.2	-8	2
- C#CCNC(=O)c1c(C(F)(F)F)nc2c(OC)cccn12
→ 0.2	-0.6	8	3
- C/C=C/C(=N\NC(N)=O)C1C(C)=CCCC1(C)C (stereo not given)
→ 4.8	-0.1	22	-5
- CCCc1cc(Nc2ccccc2F)n2ncnc2n1
→ -3.0	0.8	-1	-16
- COc1ccc(CNc2nc(-c3cccnc3)nn2C(=O)c2cccc(C)c2)cc1
→ -0.9	0.1	10	10
- COc1ccccc1C1SCCN1S(=O)(=O)c1ccc(Br)cc1 (stereo not given)
→ 0.1	0.0	2	2
- Nn1cnnc1SCC(=O)Nc1cc(C(F)(F)F)ccc1Cl
→ 0.0	-0.2	-7	-6
- Cc1ccccc1N1C(=O)C2C(C1=O)C1(C(C)C)C=CC2(C)CC1 (stereo not given)
→ 4.8	-0.1	10	11
- Cc1[nH]n(-c2ccc(F)cc2)c(=O)c1CCO
→ 1.0	0.1	-11	-8
- CCc1ccc(-c2ccc(C(=O)Nc3ccc(C)cc3Br)cc2)nc1
→ -0.7	0.1	-8	14
- CS(=O)(=O)c1ccc(Sc2nc3ccccc3s2)c([N+](=O)[O-])c1
→ 0.2	-0.1	64*	5
- CSCCC(C(=O)Oc1ccc2c(C)cc(=O)oc2c1)N1C(=O)c2ccccc2C1=O (stereo not given)
→ 0.1	-0.1	11	-2
- CCO[C@H]1[C@H](NC(=O)c2cccnc2)c2ccccc2C12CCN(C(=O)COC)CC2
→ -0.6	0.1	-1	7
- CCN(CCC(=O)Nc1ccc(F)cc1)Cc1ccccc1
→ -0.5	0.1	4	4
- COCCNC(=O)c1ccc(C)c(Br)c1
→ -1.5	0.0	4	-1
- O=C(c1ccc([N+](=O)[O-])cc1)n1c2c(c3ccccc31)CCCC2
→ -0.2	-0.4	-11	11
- Cc1c(Cl)cccc1NC(=O)CSc1nnc(-c2ccccc2)c(-c2ccccc2)n1
→ -0.3	0.0	13	8
- O=C1CCC(=O)N1c1ccc(S(=O)(=O)Nc2cccc(Br)c2)cc1
→ 0.1	0.0	7	-7
- COc1ccccc1C(=O)NC(=S)NNC(=O)CCC(=O)NCc1ccccc1
→ 0.6	-0.2	-16	-15
- CC1CCC2C(=O)N(CNc3ccc(Cl)cc3)C(=O)C2C1 (stereo not given)
→ 0.3	-0.1	-7	10
- O=C(Cn1c(NCCO)nc2ccccc21)c1ccc([N+](=O)[O-])cc1
→ 1.5	-0.2	8	5
- CCOC(=O)C1CCN(S(=O)(=O)c2ccc(NC(=O)OC)cc2)CC1
→ -0.5	0.0	10	4
- COC(=O)C1=C(C)OC(N)=C(C#N)C1c1ccc(-c2ccccc2)cc1 (stereo not given)
→ -1.9	0.0	0	11
- COc1ccc(N(CC(=O)N2CCOCC2)S(=O)(=O)c2ccccc2)cc1Cl
→ 0.1	0.0	12	-4
- Nc1ccc2c(c1)OCCOCCOc1ccc(N)cc1OCCOCCO2
→ 0.3	-0.3	-14	4
- COC(=O)c1ccc(C2CC(=O)NC(C)=C2C(=O)OCc2ccccc2)cc1 (stereo not given)
→ 1.1	-0.5	-12	-7
- Cc1occc1-c1nnc(SCC(=O)N2CCCCC2C)o1 (stereo not given)
→ -2.2	0.0	-7	13
- CCCCn1c(SCC(=O)Nc2cccc(Cl)c2)nc2c1c(=O)n(C)c(=O)n2C
→ 0.6	0.6	26	10
- CN1CCCc2cc(C(CNC(=O)COc3ccc(Cl)cc3)N3CCOCC3)ccc21 (stereo not given)
→ 1.0	0.1	3	11
- COc1ccc(NC(=O)c2ccc(Cc3ccc(C)cc3)o2)cc1
→ -0.9	0.0	-11	-3
- CC(C)(C)NC(=O)COC(=O)c1ccc(Cl)c([N+](=O)[O-])c1
→ -0.1	0.1	-2	-2
- CC(NS(=O)(=O)c1cccc(Cl)c1)c1ccccc1 (stereo not given)
→ -0.3	0.1	-4	6
- C=CCSC1=C(C#N)C(c2ccc(OC)c(OCc3ccccc3)c2)CC(=O)N1 (stereo not given)
→ 1.5	-0.1	-2	-3
- C[C@H](NC(=O)c1cccc([N+](=O)[O-])c1)C(=O)O
→ 3.6	0.0	1	-4
- CCOc1cccc2cc(-c3csc(Nc4cccc(F)c4)n3)c(=O)oc12
→ -1.3	1.0	-10	14
